OPRM1-OPRD1 inv – inverse agonist of human OPRM1-OPRD1 heterodimerization; P35372+P41143; cell-based MOR-DOR heterodimer luminescence, inverse agonism; inhibition, % at 9.3 µM; 340,000 compounds, 0.21% hits; AID 504357; in the data active means inhibition above about 22%, passing the limit was not always enough;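 further: 0% = cells with DMSO and 100% = wells without cells with DMSO; values of inactives mirror those of a sister screen read the other way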
Ecoli viability – bacterial growth inhibition, counter-screen for AddAB inhibitors | E. coli V3065 growth, OD600 absorbance, 18 h | inhibition, % at 11.9 µM | 330,000 compounds, 0.27% hits;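 active means inhibition above the campaign's mean inhibition across all tested compounds plus 3 SD, cut at about 9.9% in these data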;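 further: uninfected addAB+ strain grown without phage in ampicillin broth; 0% = DMSO wells and 100% = ciprofloxacin 0.95 µg/ml wells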
Pemphigus Ab inh – blocks pemphigus antibody binding to human desmoglein-3; P32926; DSG3-coupled beads, scFv-anti-DSG3-GFP binding, flow cytometry; stronger effect = lower value; binding (percent of control), % at 10 µM; 310,000 compounds, 0.48% hits;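 active means binding more than 3 SD below its plate's average and above zero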; further: some compounds called inactive have numbers as strong as hits
Target sequence (P32926 whole entry, looked up): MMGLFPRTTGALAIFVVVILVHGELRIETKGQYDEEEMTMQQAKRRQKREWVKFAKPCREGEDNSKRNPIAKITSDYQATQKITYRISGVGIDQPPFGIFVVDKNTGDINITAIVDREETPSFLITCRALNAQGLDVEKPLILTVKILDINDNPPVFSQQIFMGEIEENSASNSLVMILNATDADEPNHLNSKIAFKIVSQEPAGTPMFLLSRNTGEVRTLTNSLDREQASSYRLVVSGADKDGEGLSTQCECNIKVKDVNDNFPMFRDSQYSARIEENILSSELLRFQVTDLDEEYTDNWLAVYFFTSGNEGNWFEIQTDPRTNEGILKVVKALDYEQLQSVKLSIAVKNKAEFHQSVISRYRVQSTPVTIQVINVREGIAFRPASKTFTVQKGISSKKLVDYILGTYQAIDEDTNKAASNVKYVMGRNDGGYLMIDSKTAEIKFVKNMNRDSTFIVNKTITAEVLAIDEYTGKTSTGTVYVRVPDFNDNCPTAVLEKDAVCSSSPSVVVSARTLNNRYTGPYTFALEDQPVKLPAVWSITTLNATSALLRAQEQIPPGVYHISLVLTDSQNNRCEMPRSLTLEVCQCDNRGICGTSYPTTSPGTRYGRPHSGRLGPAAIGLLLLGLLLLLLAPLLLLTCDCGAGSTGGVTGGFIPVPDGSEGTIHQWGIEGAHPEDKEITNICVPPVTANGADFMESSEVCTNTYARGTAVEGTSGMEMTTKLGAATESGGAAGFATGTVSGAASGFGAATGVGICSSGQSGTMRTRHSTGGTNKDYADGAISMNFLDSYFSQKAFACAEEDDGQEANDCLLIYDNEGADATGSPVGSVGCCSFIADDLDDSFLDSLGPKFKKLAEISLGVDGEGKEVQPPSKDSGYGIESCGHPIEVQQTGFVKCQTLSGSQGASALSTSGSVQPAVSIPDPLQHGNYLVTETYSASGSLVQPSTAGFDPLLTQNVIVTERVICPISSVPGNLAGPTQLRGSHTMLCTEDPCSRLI
HTR5A ag ctr – HTR5A agonism, opioid heterodimer counter-screen | HTR5A agonist assay, luminescence, cell-based | activation, % at 9.3 µM | 340,000 compounds, 0.61% hits; in the data active means activation mostly above about 9.5%, no sharp cut-off; inactive means mostly below about 7.6%;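 further: 0% = cells with vehicle only and 100% = reference agonist; strong numbers were not always called active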
SUMO Mot1 rescue – blocks SUMOylation pathway, rescuing yeast Mot1-301 growth; S. cerevisiae Mot1-301 growth rescue, ATP luminescence, 38.5C; percent above DMSO median, 100 means doubled; growth rescue, % at 18.8 µM; 320,000 compounds, 1% hits; AID 2716;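 active means every valid replicate shows activation above 250% relative to neutral control wells; inactive means the rest, any valid replicate at or below 250%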;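 further: OY570 slx delta 5 strain wells were the positive control but not used for scaling; some compounds called inactive have numbers as strong as hits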
AddAB inh – less growth of phage-infected E. coli with AddAB; E. coli expressing H. pylori AddAB, absorbance growth; inhibition, % at 11.9 µM; 330,000 compounds, 0.29% hits; AID 435030; in the data active means inhibition above about 12%;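 further: 0% = vehicle wells of infected cells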
phage Ecoli inh – E. coli growth loss with phage present | growth absorbance | inhibition, % at 11.9 µM | 360,000 compounds, 0.26% hits | AID 651602; in the data active means inhibition above about 11%
MOR-DOR ag – OPRM1-OPRD1 heterodimerization agonism; P35372+P41143; cells, luminescence; 340,000 compounds, 0.3% hits; activation, % at 9.3 µM; in the data active means activation above about 18%;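 further: 0% = vehicle-treated cells and 100% = reference agonist; values of inactives mirror those of a sister screen read the other way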
HTR5A inv ag – HTR5A inverse agonism, opioid heterodimer counter-screen; AID 504634; inhibition, % at 9.3 µM; HTR5A cell line, luminescence; P47898; 340,000 compounds, 0.083% hits; in the data active means inhibition mostly above about 23%, no sharp cut-off; inactive means mostly below about 18%;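 further: 0% = cells with DMSO and 100% = no-cell wells with DMSO; some compounds called inactive have numbers as strong as hits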
PKA-R1A act – activators of PKA-R1A complex; P00514+P68181; PKA-R1A dissociation, Cy5-IP20 fluorescence polarization; scaled: DMSO 0%, 113 µM cGMP 100%; activation, % at 11.4 µM; 340,000 compounds, 0.083% hits;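 active means percent activation above the mean of all tested compounds plus 3 SD, cut at about 19% in these data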;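 further: higher means more PKAc released from R1A so a rise in polarization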
PfHsp90 yeast 2 – growth inhibition of yeast expressing Plasmodium Hsp90; S. cerevisiae expressing PfHsp90, BacTiter-Glo ATP, 48 h; yeast lacking PDR1 and PDR3 efflux regulators; inhibition, % at 9.4 µM; 310,000 compounds, 0.32% hits; AID 504621;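 active means every replicate shows inhibition above about 80%, whatever the replicate mean, limit read from the data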;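 further: 0% = DMSO neutral controls and 100% = 20 µM radicicol positive controls; yeast relying on Plasmodium falciparum Hsp90 in place of its own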
The depositor's hits bear a star; nt = not tested or not shown.

SMILES	OPRM1-OPRD1 inv	Ecoli viability	Pemphigus Ab inh	HTR5A ag ctr	SUMO Mot1 rescue	AddAB inh	phage Ecoli inh	MOR-DOR ag	HTR5A inv ag	PKA-R1A act	PfHsp90 yeast 2
CCOC(=O)N1CCC(NS(=O)(=O)c2cc(C(=O)OC)n(C)c2)CC1	9	-1.1	101	1	2	-2.6	-2.4	-1.6	-2	0	10
COc1ccc(Cl)cc1Nc1nc2ccc(C)cc2n2cnnc12	14	-3.6	101	1	157	1.0	-0.3	-3.2	-5	-4	-12
Cc1ccc(NC(=O)CSCc2cc(=O)n3cc(C)sc3n2)cc1	-1	-1.1	85	10	-33	1.7	1.5	0.2	-7	9	5
CN(CC(=O)Nc1ccccc1C(F)(F)F)C(=O)C1CCN(S(=O)(=O)c2ccc3c(c2)OCCO3)CC1	1	0.9	103	-5	-18	5.8	3.8	-0.2	13	-3	-3
COc1ccc(CC(=O)NC(C)CCc2ccccc2)cc1 (stereo unspecified)	2	-0.8	93	2	nt	-0.7	0.5	-0.4	-5	2	3
COc1ccc(C)cc1NCC(=O)Nc1ccc(C(C)(C)C)cc1	-15	3.6	101	-4	111	1.4	5.7	3.4	-11	-9	-3
COc1ccccc1NC(=O)Nc1nc(CC(=O)Nc2ccccc2F)cs1	3	0.7	101	0	nt	3.7	2.4	-0.4	3	-3	-6
C/C(=N\NC(=O)Cc1cccn1C)c1cccc2ccccc12	2	-1.9	95	-3	-14	-0.3	1.6	-0.3	-24	-3	-14
Fc1cc(F)cc(NC(=S)NN2CCOCC2)c1	7	0.5	93	-2	-1	4.5	1.2	-1.0	5	-2	3
O=C(c1ccco1)N1CCN(C(=O)C2CC2)CC1	2	-2.0	97	1	0	2.1	2.3	-0.3	-2	0	-9
CCOC(=O)C1=C(CS(=O)(=O)c2ccccc2)NC(=O)NC1c1cccc(OC)c1 (stereo unspecified)	3	-1.8	109	0	900	-0.4	4.2	-0.4	11	-5	-7
COCc1[nH]nc2c1C(c1ccc(OC)c(OC)c1)C(C#N)=C(N)O2 (stereo unspecified)	12	-0.6	98	1	3	-0.5	2.2	-2.1	-21	3	13
C/C(=N/NC(=O)c1ccncc1)c1ccc(NC(=O)c2ccccc2)cc1	21	nt	92	-1	-1	nt	2.3	-3.7	4	-3	2
COc1ccc(F)cc1S(=O)(=O)Nc1ccncc1	3	-2.4	123	-2	-21	2.3	4.8	-0.7	5	6	19
O=C(NNc1cc(N2CCOCC2)nc(N2CCOCC2)n1)C12CC3CC(CC(C3)C1)C2	6	0.2	102	1	78	3.4	3.8	-1.3	30	-10	15
O=C(Oc1cccc([N+](=O)[O-])c1)c1ccc2c(=O)n3c(nc2c1)CCC3	7	-2.1	nt	1	13	-0.4	-1.2	-1.8	-2	-11	-9
Cn1c(=O)c2c(nc(Br)n2CCSc2nnnn2-c2ccccc2)n(C)c1=O	8	-0.8	104	0	-2	3.9	3.1	-1.6	11	-1	nt
CC1(C)NC(=O)N(CC(=O)N2CCN(S(=O)(=O)c3cc(Cl)ccc3Cl)CC2)C1=O	8	-0.3	108	5	14	3.4	3.0	-2.0	-13	0	-1
COc1ccc(-c2c(C)nc3c(-c4ccc(F)cc4)cnn3c2N)cc1	16	2.0	97	0	9	0.4	-0.6	-2.7	-1	4	6
CC(C)COc1nc2ccccc2nc1N1CCN(C)CC1	0	nt	89	2	-13	nt	-2.0	0.0	-9	-4	7
O=C(Nc1cccc2ccccc12)c1ccc(Br)o1	6	nt	108	-1	nt	nt	1.8	-1.1	6	-1	1
CC(C)C1CCN(C(=O)C2CCC(=O)N(CCc3ccc(Cl)cc3)C2)CC1 (stereo unspecified)	12	-0.4	101	5	-15	-2.8	1.4	-1.7	-9	1	9
Cc1[nH]c(=O)[nH]c(=O)c1/C=N/NC(=O)[C@@H](N)CC(C)C	-9	-1.9	121	1	17	4.2	1.1	1.8	-18	5	-18
CCOc1ccc(OCC)c(NC(=O)C2CCN(S(=O)(=O)c3c(C)[nH]c(=O)[nH]c3=O)CC2)c1	0	-0.5	101	1	4	2.2	4.3	0.0	-3	-2	15
Cc1ccccc1N1CCN(S(=O)(=O)c2ccc3ccccc3c2)CC1	-3	1.4	nt	3	4	0.4	3.7	0.6	8	-5	-9
COC(=O)NNC(=O)C1CCC(C(=O)NNC(=O)OC)CC1 (stereo unspecified)	17	1.7	98	-2	-2	1.5	3.4	-3.2	-11	-11	6
CCCCOc1ccc(C(=O)CCN2CCOCC2)cc1	12	-2.1	97	5	44	-0.3	1.9	-2.1	-14	-11	13
COc1ccc(CC(=O)OCC(=O)c2c[nH]c3ccccc23)cc1	-12	0.2	100	-1	-1	4.2	-0.3	2.9	3	-6	2
Cc1cc(NC(=O)COC(=O)c2ccccc2[N+](=O)[O-])no1	5	2.9	105	1	9	3.1	4.0	-1.0	19	7	8
CCOc1ccc(-c2ncncc2-c2ccc(OC)c(OC)c2)c(O)c1	10	-1.4	98	1	-3	0.4	2.6	-2.0	-2	6	9
CC(C)(C)c1ccc(S(=O)(=O)N2CCN(c3ccccn3)CC2)cc1	-6	0.2	104	1	5	4.9	1.7	1.1	-9	-3	-26
COc1ccc(CNC(=O)CN(C(=O)c2ccc(CN3CCOCC3)o2)C2CCCC2)cc1	-4	-4.0	97	7	64	-1.8	1.4	0.6	-5	14	-37
CCCNC(=O)C(Cc1cccc(C#N)c1)NC(=O)c1ccc(C#N)cc1 (stereo unspecified)	14	-1.1	97	9	4	0.3	0.3	-2.4	-26	1	14
CC1=C(C(=O)OCC2CCCO2)C(c2coc3ccc(C)cc3c2=O)C2=C(CCCC2=O)N1 (stereo unspecified)	-3	91*	105	9	-4	99*	3.9	0.5	2	-8	6
Cc1ccc(Cn2c(=O)c3ccccc3n3c(CCC(=O)O)nnc23)cc1	15	0.0	109	2	-19	-0.2	0.9	-2.9	-7	6	nt
CCc1cc(C(=O)N(CCCOC)c2c(N)n(Cc3ccccc3)c(=O)[nH]c2=O)sc1C	3	-0.8	93	-4	3	1.7	1.3	-0.4	10	2	8
COc1ccc(NC(=O)CCN2C(=O)/C(=C/c3ccc4c(c3)OCO4)SC2=S)cc1	-4	-1.6	109	1	0	-1.5	2.4	0.8	17	-1	2
O=C(O)CCCc1nc2ccccc2s1	11	2.1	106	-1	-15	1.1	0.3	-2.0	4	-2	-11
O=C(O)c1cc(S(=O)(=O)Nc2ccc3cn[nH]c3c2)ccc1Br	0	1.2	98	4	1	-0.9	-0.8	0.1	2	0	-13
CCN(CC)c1ccc2cc(-c3nc4ccccc4n3C)c(=O)oc2c1	-11	-0.2	96	6	7	0.1	99*	2.0	9	4	nt
CC1CCc2c(sc(NC(=O)/C=C/c3cccs3)c2C(=O)O)C1 (stereo unspecified)	4	0.0	59*	4	-20	4.2	1.3	-1.0	-15	4	9
CC(=O)N1CCc2cc(S(=O)(=O)NC(C(=O)Nc3nc(C)cs3)C(C)C)ccc21 (stereo unspecified)	-8	-1.4	105	2	13	2.6	0.5	1.3	-9	-8	-1
O=[N+]([O-])c1cc(CN(CCO)CCO)ccc1O	11	-1.8	97	-4	0	-1.7	-1.6	-2.0	11	-12	1
O=C(CN1C(=O)c2ccc([N+](=O)[O-])cc2C1=O)NC1CCS(=O)(=O)C1 (stereo unspecified)	-1	1.5	91	0	4	-0.3	3.2	0.1	0	0	-3
COc1ccc(N2CCN(C(=O)COC(=O)c3cccc(OC)c3O)CC2)cc1	2	-2.7	98	3	15	0.6	6.4	-0.4	-10	16	4
COC(=O)c1ccc(CSC(=N)N)o1	16	-1.6	104	1	8	-1.2	0.9	-3.5	-2	-6	-8
O=C(CCSc1nc(-c2ccco2)cc(C(F)(F)F)n1)NCCc1ccccc1	19	1.4	nt	2	18	-1.5	-0.3	-3.4	-6	0	1
COCCCNC(=O)C[C@H]1C[C@H](C(=O)N2CCOCC2)[C@@]2(C)c3[nH]c4ccc(Cl)cc4c3CCN2C1=O	11	3.2	97	3	nt	1.1	3.1	-2.3	-10	-5	-67
O=C(COc1ccc(Br)cc1)NCCNC(=O)c1ccncc1	13	4.1	107	-4	3	3.5	0.7	-2.5	10	3	-15
O=C(COc1ccccc1Cl)N1CCN(c2ccc([N+](=O)[O-])c(N3CCCCC3)c2)CC1	-10	-0.2	100	0	-7	-0.2	5.1	1.8	-11	-11	-4
O=C(NCCS(=O)(=O)N1CCCC1)c1ccccc1	15	1.3	102	-1	-4	0.4	-1.8	-3.1	-28	6	-6
O=C(Oc1ccc(N(C(=O)c2ccncc2)S(=O)(=O)c2ccc(F)cc2)cc1)c1ccncc1	9	0.4	95	1	43	-1.7	3.0	-1.6	-2	-7	-15
CCc1ccccc1NC(=O)Cn1nnc(C(=O)NCc2cccc(OC)c2)c1N	16	-1.2	101	-1	29	3.4	1.8	-3.1	14	-1	-40
CCN(/N=C/c1ccccc1)c1cc(=O)n(C)c(=O)[nH]1	17	0.5	100	2	-15	-0.2	4.1	-3.8	29	-3	-33
Cc1cc(N(C(=O)c2ccco2)C(C(=O)NC2CCCCC2)c2ccccc2)ccc1-n1cnnn1 (stereo unspecified)	7	-0.3	99	2	-5	1.0	-0.6	-1.2	0	3	-49
Cc1ccc(S(=O)(=O)N2CCN(C(=O)c3cc(=O)c4ccccc4o3)CC2)cc1	13	-0.9	nt	1	-19	-1.4	0.8	-2.8	-13	3	21
COc1ccc(OCCN(C)CC(=O)Nc2ccccc2SC)cc1	3	2.3	97	2	88	-1.3	2.6	-0.5	7	3	-19
CCOC(=O)c1cc(C)nc(S(C)(=O)=O)c1C#N	4	-0.6	nt	0	-3	-1.6	1.9	-0.8	-3	3	11
COC(=O)CC(NC(=O)CN1CCN(c2ccc(F)cc2)CC1)c1cccc(F)c1 (stereo unspecified)	15	-1.2	86	-5	14	1.9	-1.0	-2.9	17	-12	-4
CCCOc1ccc(C2=CC(=O)C[C@H](c3ccc(OC)cc3)C2)cc1	-4	-2.0	99	-5	-7	-1.1	1.0	0.7	13	4	-1

Continuation:
SMILES	OPRM1-OPRD1 inv	Ecoli viability	Pemphigus Ab inh	HTR5A ag ctr	SUMO Mot1 rescue	AddAB inh	phage Ecoli inh	MOR-DOR ag	HTR5A inv ag	PKA-R1A act	PfHsp90 yeast 2
COC(C(=O)NC1CC1)c1ccccc1 (stereo unspecified)	-1	1.7	102	-4	208	1.5	0.9	0.3	15	-6	-11
COc1ccc(CCn2c(N)cc(=O)[nH]c2=O)cc1OC	-3	0.2	113	4	-15	2.4	2.5	0.7	-6	0	-4
CCc1ccccc1NC(=O)CSc1nnc([C@H](CCSC)NC(=O)OC(C)(C)C)o1	5	-2.4	106	8	7	4.8	-0.4	-0.8	-24	7	-6
c1ccc(-c2[nH]ncc2CN2CCc3ccccc3C2)cc1	13	0.8	nt	9	-12	1.8	-0.5	-2.7	19	5	6

Compound activity deposited in PubChem BioAssay by several laboratories.
